Bioassay records: PubChem BioAssay, several laboratories
SKN-1 block: C. elegans SKN-1 inhibition; C. elegans VP596 Pgst-4::GFP/RFP ratio, acrylamide-induced, 24 h; inhibition, % at 21.8 µM; 0.49% of 360,000 active; AID 624304;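 active means interference check ratio from 0.5 to 1.5 plus GFP to RFP signal ratio inhibition reaching or exceeding a fixed threshold, cut at about 30% in these data, passing the limit was not always enough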; further: some compounds called inactive have numbers as strong as hits
CendR NRP1 mod: alters CendR peptide binding to human NRP-1. FAM-RPARPAR peptide binding to NRP-1, fluorescence polarization. O14786. inhibition, % at 25 µM. 0.85% of 360,000 active;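 active means inhibition or corrected inhibition above about 18%, plus a signal ratio from 0.5 to 1.5, limit read from the data, passing the limit was not always enough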; further: strong numbers were not always called active
Target sequence (O14786 whole entry, looked up): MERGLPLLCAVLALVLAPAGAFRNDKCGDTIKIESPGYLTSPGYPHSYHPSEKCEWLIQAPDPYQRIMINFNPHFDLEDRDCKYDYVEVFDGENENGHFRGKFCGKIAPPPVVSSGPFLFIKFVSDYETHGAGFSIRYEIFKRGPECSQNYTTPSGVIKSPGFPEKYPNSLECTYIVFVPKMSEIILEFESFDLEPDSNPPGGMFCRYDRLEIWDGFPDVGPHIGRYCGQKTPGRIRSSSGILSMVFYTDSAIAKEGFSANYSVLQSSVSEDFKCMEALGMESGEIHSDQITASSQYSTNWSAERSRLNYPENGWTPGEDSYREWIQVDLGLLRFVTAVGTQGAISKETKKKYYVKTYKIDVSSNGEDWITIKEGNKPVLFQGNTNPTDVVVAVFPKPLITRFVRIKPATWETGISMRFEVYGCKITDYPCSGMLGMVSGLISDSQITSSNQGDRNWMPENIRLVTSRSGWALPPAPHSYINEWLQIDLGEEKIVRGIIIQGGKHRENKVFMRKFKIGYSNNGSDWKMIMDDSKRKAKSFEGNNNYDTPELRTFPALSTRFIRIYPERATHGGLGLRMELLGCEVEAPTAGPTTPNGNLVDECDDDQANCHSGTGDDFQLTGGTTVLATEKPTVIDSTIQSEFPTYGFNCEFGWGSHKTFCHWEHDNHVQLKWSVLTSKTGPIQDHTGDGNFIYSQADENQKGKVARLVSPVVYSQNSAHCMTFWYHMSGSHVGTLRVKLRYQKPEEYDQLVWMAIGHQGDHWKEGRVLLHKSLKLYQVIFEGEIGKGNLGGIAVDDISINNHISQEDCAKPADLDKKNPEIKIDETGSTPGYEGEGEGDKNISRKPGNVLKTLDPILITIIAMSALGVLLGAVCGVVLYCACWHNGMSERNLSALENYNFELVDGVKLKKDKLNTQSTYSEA
MT1-MMP act inh: MT1-MMP (human) activation inhibition; HT1080 RFP-PRO-GFP cells, GFP/RFP ratio fluorescence, overnight; percent of plate control window, DMSO zero; GFP/RFP ratio change, % at 20 µM; 0.061% of 360,000 active;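 active means GFP/RFP ratio change of at least 30% with cell ATP level not reduced by more than half and red fluorescence within 50% of control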; further: strong numbers were not always called active
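Read-out: GFP/RFP fluorescence ratio; Test system: RFP-PRO-GFP reporter HT1080 cells; Compound dosing: single-point 20 µM compound, 1% DMSO; Times: overnight compound exposure at 37 °C.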
Tb MetRS inh: Trypanosoma brucei MetRS inhibition | purified T. brucei MetRS, ATP depletion, Kinase-Glo luminescence | inhibition, % at 11.9 µM | AID 624268 | 0.4% of 360,000 active;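 active means inhibition above a per-plate cutoff of the control wells' mean inhibition plus 3 SD, cut at about 5.5% in these data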;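 further: 0% = DMSO wells median and 100% = median of wells with control inhibitor compound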
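Test system – parasite MetRS enzyme · Reagent – substrates ATP, L-methionine and bulk Escherichia coli tRNA · Doses – 11.9 µM compound single dose, 0.9% DMSO · Times – 15 min enzyme-compound preincubation, 2 h reaction, 10 min detection, 25 °C · Signal – Kinase-Glo luminescence, ATP depletion format · Controls – DMSO-only wells as low control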
PABP1 MLLE inh: inhibitors of microRNA-mediated deadenylation, human PABP1 MLLE binding; P11940; GST-MLLE / FITC-PAM2 fluorescence polarization; inhibition, % at 20 µM; 0.36% of 360,000 active; in the data active means inhibition above about 35%, passing the limit was not always enough;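 further: plate controls were DMSO wells with GST-MLLE for no effect and wells lacking GST-MLLE protein for full effect; some results filed as inactive read as strong as hits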
MsrA inhibitor: inhibitors of bovine MsrA; purified bovine MsrA, absorbance read-out; inhibition, % at 15.5 µM; 0.75% of 360,000 active; in the data active means inhibition above about 4.5%;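 further: 0% = vehicle wells with enzyme and 100% = reference inhibitor wells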
E coli Lon inh: inhibits E. coli Lon protease; purified E. coli Lon protease, fluorescence polarization; inhibition, % at 7.94 µM; P0A9M0; AID 602123; 0.42% of 360,000 active; in the data active means inhibition above about 13%, passing the limit was not always enough;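 further: 0% = enzyme with probe and DMSO and 100% = no enzyme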
bovine MsrA act: activates bovine MsrA enzyme; 0.3% of 360,000 active; purified bovine MsrA, absorbance read-out; activation, % at 10.6 µM; in the data active means activation above about 7.5%;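 further: 0% = vehicle and 100% = reference activator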
FAS-TE inh: inhibitors of human fatty acid synthase thioesterase domain; AID 602261; inhibition, % at 15 µM; recombinant FAS-TE, OMFH fluorogenic substrate, fluorescence endpoint; 0.67% of 360,000 active;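 active means compounds whose normalised, plate-corrected inhibition of enzyme fluorescence in the single-dose primary screen is 50% or more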;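 further: 0% = DMSO with enzyme and 100% = substrate without enzyme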
Starred values were filed as active, the others as inactive; nt = not tested or not shown. Outcome played no part in choosing rows. Share with any hit: about 4%.

SMILES	SKN-1 block	CendR NRP1 mod	MT1-MMP act inh	Tb MetRS inh	PABP1 MLLE inh	MsrA inhibitor	E coli Lon inh	bovine MsrA act	FAS-TE inh
O=C(Nc1nc2c(s1)CCCC2)c1ccc2ncsc2c1	16	-16	-3	-0.6	-8	3.4	-2	-3	-5
Cc1ccc(S(=O)(=O)NCC(=O)NC2CCCC2)cc1	-4	-6	2	0.1	-1	1.1	-7	-1	-8
O=C(Cc1csc(Nc2nc(=S)[nH]c3ccccc23)n1)N1CCN(c2cccc(Cl)c2)CC1	-4	-10	-1	-0.4	21	3.0	15	-5	5
O=C(NC1CC1)C1CCN(S(=O)(=O)c2cc(Cl)ccc2Cl)CC1	8	8	1	0.0	0	0.7	1	-3	0
COC(=O)c1cn(CCC#N)nc1-c1ccc2ccccc2c1	-3	-1	3	-1.3	-7	-0.6	-3	-10	2
Cc1scc(C(=O)Nc2ccon2)c1-c1ccccc1	11	-4	-2	-0.3	7	-0.8	1	-2	-5
O=C(CNC(=O)c1sc2ccccc2c1Cl)NCc1cccc(C(F)(F)F)c1	-5	12	-3	-0.2	-3	1.8	-12	-2	1
Cc1cc(C)n2cc(CSCc3ccccc3)nc2n1	-6	10	2	-0.6	9	-0.9	-1	-4	-6

Only SKN-1 block, for some of the entries so far:
Molecule	SKN-1 block
O=C(Nc1nc2c(s1)CCCC2)c1ccc2ncsc2c1	16
Cc1ccc(S(=O)(=O)NCC(=O)NC2CCCC2)cc1	-4

The listing continues:
SMILES	SKN-1 block	CendR NRP1 mod	MT1-MMP act inh	Tb MetRS inh	PABP1 MLLE inh	MsrA inhibitor	E coli Lon inh	bovine MsrA act	FAS-TE inh
COC(=O)c1cnn(-c2cc(Oc3ccccc3)ncn2)c1N	-37	-10	6	-0.8	3	-0.6	2	-7	-2
Cc1cccc(C(=O)Nc2cccc3cccnc23)c1	-14	9	-4	-0.2	7	-0.2	-5	-2	16
O=C(Nc1ccc(F)c(F)c1)C1CCCN1S(=O)(=O)c1ccc(F)cc1 (stereo not given)	2	10	-2	-0.1	2	-0.5	-6	-2	-1
CC(C(=O)OCC(=O)c1ccc([N+](=O)[O-])cc1)N1C(=O)C2C3C=CC(C3)C2C1=O (stereo not given)	4	-4	-2	0.7	6	1.1	5	0	5
CC(C)c1ccc(/C=N/NC(=O)C(=O)NCCCN2CCOCC2)cc1	0	0	-5	-0.8	15	0.6	2	-11	-13
O=C(COC(=O)/C=C/c1cccc(C(F)(F)F)c1)NCCN1C(=O)CSC1=O	-3	0	3	-0.1	-4	0.8	2	-10	-4
CC(=O)C(Cc1ccccc1)NC(=O)CN1c2cccc3cccc(c23)S1(=O)=O (stereo not given)	-6	-4	-3	-0.4	-4	-1.0	0	-7	-2
COc1ccc2[nH]c3c(=O)n(/N=C/c4ccc(OC)c(CN5CCCC5)c4)c(C)nc3c2c1	-18	8	1	-0.5	-17	2.3	2	-8	-3
O=S(=O)(Cc1ccccc1)Nc1cccc(F)c1	-6	4	0	-1.2	-17	2.1	4	-8	-1
Cc1ccc(S(=O)(=O)Nc2ccc3c(c2)C(=O)N([C@H](C)CO)C[C@H](C)[C@@H](CN(C)C(=O)Nc2ccc4c(c2)OCO4)O3)cc1	-3	7	7	-0.4	4	-0.3	1	-5	-2
O=Nc1c(-c2ccccc2)n(O)[n+]([O-])c1-c1ccccc1	-2	1	0	-0.2	-5	-0.4	0	-3	-12
O=S(=O)(NCCCN1CCOCC1)c1ccc2ccccc2c1	7	2	4	-0.1	6	0.0	1	-6	-7
C/C(CCc1oc2ccc(Cl)cc2c1-c1ccc(C)o1)=N\O	-2	-5	-5	-0.2	-3	0.7	2	-1	2
CC1(Oc2ccccc2-c2ccno2)CCN(Cc2csc3ccccc23)C1 (stereo not given)	-5	-2	-1	-0.3	-9	0.7	6	-10	24
O=C(CCCn1cnc2ccccc2c1=O)Nc1ccccc1F	-3	-5	0	0.4	11	0.9	-11	-1	-4
CCCOC1CCCN(C(=O)c2cc(COc3c(F)cccc3F)on2)C1 (stereo not given)	18	9	1	-0.4	5	-0.5	-8	-3	5
Cc1cc(C)n(C(=O)COc2ccccc2C)n1	-37	4	3	-0.8	-2	-0.8	-7	-4	-3
CCNC(=S)Nc1ccc(OCC)cc1	2	-9	1	-0.4	-31	-1.2	9	-6	-16
O=C1Nc2ccccc2/C1=C/c1cccnc1	-2	0	-12	-1.0	9	2.7	0	-9	-3
Cc1cc(NC(=O)C(=O)c2c(C)[nH]c3ccccc23)no1	8	-9	3	0.6	21	1.4	8	-4	8
Cc1cccc(NC(=O)c2nc[nH]c2C(=O)N[C@@H](CCCCNC(=O)OC(C)(C)C)C(=O)OC(C)(C)C)c1	4	0	-10	-0.3	6	0.5	14	1	90*
CC(CN1CCCCC1)C(=O)NNC(=O)C12CC3CC(CC(C3)C1)C2 (stereo not given)	-3	4	6	-0.7	4	0.3	11	-4	-1
COc1cc2c(cc1NC(=O)CCCCCN1C(=O)CCC1=O)oc1ccccc12	3	-8	4	-2.3	7	0.4	-10	-3	8
O=C(O)COc1ccc(NC(=O)C(c2ccccc2)c2ccccc2)cc1	4	-1	-5	-0.7	-17	-0.7	3	-2	-4
COC(=O)c1c(NC(=O)C(C)C)sc2c1CCN(Cc1ccccc1)C2	-2	-11	4	-0.2	-19	0.9	-3	-3	7
C=CCN1C(=O)/C(=C2/Sc3ccc(OC)cc3N2C)SC1=NCc1ccccc1	5	-18	-8	-0.4	-45	-1.2	-1	-2	-5
CCC1=NN(C(=O)c2cccc([N+](=O)[O-])c2)C(O)(c2ccc(C)cc2)C1 (stereo not given)	3	8	3	0.5	21	-0.7	2	-1	38
CCOCCCNS(=O)(=O)c1ccc(NC(=O)N2c3ccccc3Sc3ccccc32)cc1	9	3	8	-0.5	-8	-0.1	4	1	27
CC(=O)Nc1ccc(S(=O)(=O)NCc2ccc(C(=O)NC(C)c3ccccc3)cc2)cc1 (stereo not given)	12	-7	3	0.0	17	-0.1	0	-4	-7
CCOc1ccc(NC(=O)CC2C(=O)NCCN2C(=O)c2ccc(Cl)cc2)cc1 (stereo not given)	13	-13	-1	0.2	-131	-0.7	6	-1	7
CSc1ccccc1C(=O)N1CCCC(CNC(=O)c2ccc(F)cc2)C1 (stereo not given)	1	-4	-2	-0.5	12	1.2	-8	-4	-6
O=C(NCc1ccccc1)c1cc(-c2ccncc2)nc2ccc(S(=O)(=O)N3CCOCC3)cc12	10	-12	-4	-0.8	2	0.7	-5	0	-6
CCCNC(=O)CN(C1CCCCC1)S(C)(=O)=O	18	10	6	-0.6	-2	-0.2	12	-1	-6
Nc1ccc(Nc2ccncc2)cc1	5	-13	0	-0.1	3	1.1	-5	-2	-10
CCCCCCCCN1C(=O)[C@H](CC(=O)NCC23CC4CC(CC(C4)C2)C3)C[C@@]2(C(=O)OCC)CCCC=C12	3	-14	-14	-1.1	nt	2.6	1	-7	14
Oc1ccccc1C=Nc1ccccc1-c1nc2ccccc2[nH]1	0	18	11	-1.7	-9	1.4	1	-12	-2
Cn1c(/C=C/c2ccc(Cl)cc2)nc2ccccc2c1=O	2	-8	1	-0.3	3	1.0	-3	1	9
Cc1cccc(C(=O)Nc2ccc(NC(=O)c3cccc(C)c3)cc2)c1	7	5	1	-0.5	-6	3.6	-3	-6	-10
CCOc1ccc(NC(=O)Cn2nnc(-c3ccccc3NC(=O)CC)n2)cc1	5	-5	0	-0.5	-6	0.0	4	1	3
COc1cccc(-n2nnc3c(=O)n(Cc4ccc(C)cc4)cnc32)c1	0	14	1	-0.5	4	0.3	0	-4	4
CCOc1ccc(-n2nnnc2SCC(=O)NC2CCCC2)cc1	-18	-6	0	-0.3	-8	1.0	2	-2	-2
COc1ccc(C2C3=C(CCCC3=O)N(CC(=O)O)C3=C2C(=O)CCC3)cc1Br	0	3	-5	-0.1	-9	1.1	-3	-4	-5
O=C(c1ccco1)N1c2ccccc2Sc2ccccc21	-2	5	-3	-0.2	4	-0.2	-1	-1	21
CCOC(=O)C1CCCN(C(=O)CCNS(=O)(=O)c2cc(Br)cnc2N)C1 (stereo not given)	3	15	4	0.4	-1	0.0	-1	2	-4
CCOC(=O)C(C)n1cnc2c(nnn2-c2cccc(Cl)c2)c1=O (stereo not given)	2	-8	2	-0.7	6	1.3	7	0	2
CCN(CC)C(=O)[C@H]1C[C@H](CC(=O)NCc2cccc(C(F)(F)F)c2)C(=O)N2CCc3c([nH]c4ccc(Cl)cc34)[C@]12C	0	-9	-13	-2.6	-2	-0.8	-3	-7	36
CCN(CC(=O)Nc1c(F)cccc1F)C(=O)CNC(=O)c1ccco1	-2	4	-2	-0.3	-3	0.8	-4	-1	-7
O=C(O)c1ccccc1N/C=C\[N+](=O)[O-]	6	-8	-1	0.6	-4	1.8	-3	-2	-1
CC(C)=CC(=O)Nc1ccc(S(=O)(=O)Nc2ccccn2)cc1	-5	0	-2	-0.8	-3	-0.5	9	-9	-8
CN1C(=O)C(c2ccccc2[N+](=O)[O-])C(=O)c2ccccc21 (stereo not given)	20	-7	-1	-0.7	3	-0.1	-9	-2	-5
COc1ccc(NC(=O)N(C)C[C@H]2Oc3c(NC(=O)c4nc5ccccc5s4)cccc3C(=O)N([C@@H](C)CO)C[C@H]2C)cc1	3	-4	3	-0.3	5	2.4	3	-3	4
CCOC(=O)Cc1csc(NC(=S)NC(=O)c2ccc(Cl)cc2)n1	-6	8	5	-0.7	31	-0.8	10	-3	9
CCCCc1ccc(NC(=O)Nc2c(C)n(C)n(-c3ccccc3)c2=O)cc1	4	4	1	-0.3	-2	1.2	-4	-1	-3
Nc1ccccc1Sc1nc2ccccc2[nH]1	2	14	-4	-0.4	39*	1.0	-6	-4	-114
COC(=O)c1ccccc1NC(=O)Nc1cc(C(C)(C)C)on1	-2	-1	-3	0.2	8	-0.5	-4	-3	-4
CC(NC(=S)Nc1ccc(S(N)(=O)=O)cc1)c1ccc2c(c1)OCO2 (stereo not given)	-13	-14	1	0.9	0	1.0	5	-2	-6

Other records:
SMILES	SKN-1 block	CendR NRP1 mod	MT1-MMP act inh	Tb MetRS inh	PABP1 MLLE inh	MsrA inhibitor	E coli Lon inh	bovine MsrA act	FAS-TE inh
O=C(Nc1cccc(CNCCc2c[nH]c3ccccc23)c1)c1ccccc1Cl	33	14	-3	5.5	-5	-1.4	3	0	-2
CCC(Sc1nncn1C)C(=O)Nc1ccccc1OC (stereo not given)	7	8	1	0.3	-23	-0.8	-8	-3	-5
COc1ccc(C(=O)Nc2ccc3[nH]ccc3c2)cc1	13	9	6	-1.8	11	-0.4	5	-5	-5
O=C(Nc1ccccc1N1CCOCC1)c1ccc(OCc2cscn2)cc1	9	8	-2	0.7	-2	-0.2	-2	-2	5
c1ccc(SCCOCCn2cncn2)cc1	1	-7	-2	0.1	3	-0.3	8	-3	-8
CSCC[C@H](NC(=O)OC(C)(C)C)c1nnc(SCC(=O)Nc2ccc(C)cc2C)o1	-9	-5	-2	0.4	23	-0.1	-3	-3	0
CCOC(=O)c1c(NC(=O)CN2CCOCC2)sc2c1CCCC2=O	-7	4	6	0.5	-6	4.0	0	-4	33
